Peg3 prom inh – Peg3 promoter-driven luciferase inhibitors, primary screen, cell-based, HeLa, luciferase luminescence; AID 588405, 2011; inhibition, % at 20 µM; HeLa PEG-Prom luciferase reporter, overnight; 1.7% of 360,000 active;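 active = inhibition of at least 50% at 20 µM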
TRPM1 prom inh – inhibitors of MITF-dependent TRPM1 promoter reporter, primary screen, cell-based, SK-MEL-5, single point, luciferase; 0.83% of 330,000 active; inhibition, % at 12.5 µM; SK-MEL-5 TRPM1 promoter luciferase, 24 h;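 active = mean inhibition across replicates of 60% or more, whatever share of single replicates reaches that level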; note: values of inactives mirror those of a sister screen read the other way
HIF-2a block – HIF-2a reporter inhibitors, primary screen, luminescence, 786-0 RCC cells; 786-0 RCC cells HIF-2a reporter, luciferase luminescence, overnight; 0.72% of 360,000 active; inhibition, % at 18.8 µM;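 active = inhibition of the luminescence signal of 40% or more relative to plate controls, in a single-dose primary screen at 18.75 µM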
CaV13 ICDI inh – Primary screen for inhibitors of IQ motif and Ca2+-dependent inactivation inhibitor domain binding in CACNA1D, Förster resonance energy transfer in living cells, …; inhibition, % at 12.3 µM; 0.098% of 340,000 active; HEK cells, CFP/YFP FRET ICDI-IQ, plate reader, 10 min; percent FRET-ratio fall versus neutral wells;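 active = mean replicate inhibition of at least 30% and at least 1% of replicates passing that level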;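 note: 0% = median of the neutral control wells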
Vif imaging – HIV Vif self-association inhibitors, primary screen, imaging, HEK293T, single point; HEK293T cells, Vif self-association by quenched fluorescence, 24 h; inhibition, % at 7.49 µM; 0.35% of 340,000 active; in the data active = inhibition above about 50%, passing the limit was not always enough; note: some results filed as inactive read as strong as hits
CF NFkB block – inhibitors of PAF-induced NF-kB signaling, primary screen, cell-based, GFP fluorescence, uHTS. KKLEB NF-kB-GFP reporter, GFP fluorescence overnight. inhibition, % at 5 µM. 0.86% of 360,000 active. AID 588850, 2011;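 active = at least 50% inhibition at 5 µM, scaled per plate between neutral and stimulator controls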;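 note: PAF is a Pseudomonas aeruginosa culture filtrate used as stimulus; plate controls were PAF-stimulated DMSO wells for no effect and unstimulated DMSO wells for full effect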
NR2E3 ag-1 – inhibitors of NR2E3-RetCOR corepressor binding, primary screen, NR2E3 agonist project, biochemical, TR-FRET, GST-NR2E3, biotin-RetCOR; 1536-well; inhibition of corepressor binding, % at 4.78 µM; 0.12% of 320,000 active; Photoreceptor-specific nuclear receptor (Homo sapiens), Q9Y5X4; AID 2300, 2010;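 active = percent inhibition above the cutoff of mean plus 3 SD of all tested compounds, set per screening campaign, cut at about 20% in these data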;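 note: 0% = DMSO wells and 100% = biotin wells as full block of FRET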
Target sequence (Q9Y5X4 whole entry, looked up): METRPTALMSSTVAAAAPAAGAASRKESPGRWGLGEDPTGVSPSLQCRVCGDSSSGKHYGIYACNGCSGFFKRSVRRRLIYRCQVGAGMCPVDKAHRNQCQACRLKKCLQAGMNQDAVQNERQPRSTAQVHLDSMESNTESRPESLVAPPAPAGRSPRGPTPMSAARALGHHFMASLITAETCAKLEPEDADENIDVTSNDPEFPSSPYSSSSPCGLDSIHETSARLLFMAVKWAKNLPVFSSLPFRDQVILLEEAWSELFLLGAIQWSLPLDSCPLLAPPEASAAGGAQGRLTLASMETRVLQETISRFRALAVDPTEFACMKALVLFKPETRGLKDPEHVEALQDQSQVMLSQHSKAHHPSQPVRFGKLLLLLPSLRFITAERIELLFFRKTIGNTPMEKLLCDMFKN
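System: GST-tagged NR2E3 plus biotinylated RetCOR corepressor; Buffer or medium: pH 7.5 Tris-based buffer; Probe or stimulus: RetCOR corepressor, biotinylated, 7 nM; Doses: compound at 4.8 µM, single dose; Schedule: 5 h incubation at 4 °C; Technique: time-resolved FRET; Evaluation: percent inhibition of TR-FRET ratio; Replication: one well per compound, singlicate testing.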
KKLEB cytotox – cytotoxicity in KKLEB CF airway cells, primary screen, cytotoxicity control for CF NF-kB inhibitor project, cell-based, uHTS, fluorescence assay plates; KKLEB CF airway cells viability, ATPlite luminescence, overnight; active compounds read low; cells stimulated with P. aeruginosa culture filtrate; activity change (cytotoxicity), % at 5 µM; 0.36% of 360,000 active;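 active = corrected activity change at or below -50% at 5 µM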
NR2E3 ag-2 – NR2E3 agonists in two-hybrid cells, primary screen, cell-based, luminescence, CHO-S, Gal4-NCOR/VP16-NR2E3. 0.35% of 360,000 active. luciferase. AID 602229, 2012. inhibition of corepressor binding, % at 3.98 µM;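 active = inhibition above the mean of all tested compounds plus 3 SD, cut at about 70% in these data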;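 note: 0% = DMSO with NR2E3 transfected cells and 100% = cells lacking NR2E3 construct; higher means lower luciferase signal from less NR2E3 corepressor binding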
Shn3 3UTR inh – reduction of Shn3 3'UTR firefly luciferase signal, primary screen, Schnurri-3 inhibitor project, cell-based, Clone20 osteoblasts, set 2 | 0.52% of 360,000 active | Clone20 osteoblast Shn3 3'UTR firefly luciferase, 24 h | inhibition, % at 12.5 µM | AID 588674, 2011;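 active = mean inhibition of at least 75% with every replicate also reaching 75%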;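 note: 0% = median of neutral control wells and 100% = pilot-screen positive control compound; some compounds past the cut are filed as inactive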
PDI inh – inhibitors of human PDI, primary screen, biochemical, turbidity, single point, plate reader; 0.052% of 350,000 active; PDI insulin aggregation turbidity, A650, 90 min; inhibition, % at 10 µM; Protein disulfide-isomerase (Homo sapiens), P07237;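 active = mean inhibition across replicates of 30% or more, whatever share of single replicates reach that level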;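 note: absorbance from insulin aggregation driven by PDI reduction with DTT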
Target sequence (P07237 whole entry, looked up): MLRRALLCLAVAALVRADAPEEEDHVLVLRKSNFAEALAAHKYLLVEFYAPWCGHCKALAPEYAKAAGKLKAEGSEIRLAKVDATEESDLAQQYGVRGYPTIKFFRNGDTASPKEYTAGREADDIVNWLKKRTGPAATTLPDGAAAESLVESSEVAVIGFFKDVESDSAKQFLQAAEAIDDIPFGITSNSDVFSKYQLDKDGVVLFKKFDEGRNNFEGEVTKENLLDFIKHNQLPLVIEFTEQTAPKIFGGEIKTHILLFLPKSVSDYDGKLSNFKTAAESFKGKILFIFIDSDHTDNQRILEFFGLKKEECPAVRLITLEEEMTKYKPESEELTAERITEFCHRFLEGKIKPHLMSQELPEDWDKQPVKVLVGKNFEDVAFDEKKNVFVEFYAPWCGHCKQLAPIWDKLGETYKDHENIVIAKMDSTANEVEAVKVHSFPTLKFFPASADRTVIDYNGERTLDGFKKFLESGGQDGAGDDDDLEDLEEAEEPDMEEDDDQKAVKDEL
* marks the source's active call; other numbers are inactive results; x = not tested or not shown.

SMILES,NR2E3 ag-1,PDI inh,Peg3 prom inh,TRPM1 prom inh,NR2E3 ag-2,Shn3 3UTR inh,CF NFkB block,CaV13 ICDI inh,KKLEB cytotox,HIF-2a block,Vif imaging
Cc1ccc(C)c(N2C(=O)CN=C2Nc2ccccc2Cl)c1,2,-4,1,1,13,0,13,0,0,-5,2
Cc1ccc(-c2ccc(/C=C3\C(=O)ON=C3c3ccccc3)o2)c([N+](=O)[O-])c1,1,-1,97*,34,18,91*,52*,-8,1,95*,7
O=C(CCc1nnc(CCCCc2ccccc2)o1)NCCC1CCCCO1 (configuration not stated),2,-3,3,11,-5,-4,11,-4,12,-1,6
CCOc1ccc(N(CC(=O)O)S(=O)(=O)c2ccc(F)cc2)cc1,0,1,2,5,8,8,-12,x,-5,-5,4
COc1ccc(CSc2nnnn2C)cc1F,0,8,-22,-10,-33,0,-22,-1,10,-17,-1
COCCCNS(=O)(=O)c1ccc(Oc2ncc(C(F)(F)F)cc2Cl)cc1,-2,4,6,6,25,34,12,-4,-8,16,0
FC(F)C(F)(F)Oc1cccc(-c2n[nH]c(=S)n2Cc2ccccc2)c1,x,17,1,-1,-12,1,-11,-2,21,-4,-9
COc1ccc(SC[C@H](Cc2ccccc2)N2CC[C@@H](NC(=O)OCc3ccccc3)CCC2=O)cc1,1,6,9,-2,11,31,0,-10,7,11,-9
CCN(CC)c1cc2nc(C)n(Cc3ccccc3)c(=O)c2cc1NC(=O)C1CC1,-5,17,10,10,-8,9,9,x,2,-4,0
Cc1ccc(C)c(OCC(O)CN2CCC(CN3C(=O)c4cccc5cccc(c45)C3=O)CC2)c1 (configuration not stated),-2,-9,99*,x,-17,69,7,-5,-18,8,-8
CN(C(=O)c1cccc(C#N)c1)c1nnc(-c2cnccn2)s1,-2,5,-7,-2,-7,-7,-7,-4,-3,5,18
Cc1n[nH]c(C)c1S(=O)(=O)N1CCN(C2CCCCC2)CC1,3,3,20,13,4,2,9,x,18,8,17
CC1=Nc2ccccc2/C1=C/c1c(C)[nH]c2ccccc12,x,9,91*,49,-13,18,53*,x,-22,25,7
COc1ccc(S(=O)(=O)Nc2ccccc2C(=O)N2CCOCC2)cc1OC,6,0,3,-6,-7,-4,10,-4,2,8,0
O=C(Cn1cncn1)N/N=C/c1ccccc1O,0,-2,-9,-6,-4,-15,-15,-2,10,-2,-19
O=C1CCCC2=C1C(O)(C(F)(F)F)C(=O)N2Cc1ccccc1 (configuration not stated),-2,14,15,13,-31,5,6,x,-2,1,-1
O=C(OCC(=O)N1CCCCCC1)c1ccc([N+](=O)[O-])cc1Cl,0,-1,-22,-3,-1,-4,-4,-5,-6,-12,-8
Clc1ccccc1OCc1nn[nH]n1,1,1,3,4,1,17,-10,-4,4,16,-12
O=[N+]([O-])c1cc([N+](=O)[O-])c(Oc2cc(F)cc(F)c2F)cc1NN1CCCCC1,2,-1,12,-6,-44,-13,20,-4,-15,6,5
Cc1ccc(NC(=O)COC(=O)CC2CCCC2)cc1F,x,14,-9,-13,-11,13,2,-9,-12,-6,15
Cc1ccc2[nH]c3c(=O)n(Cc4ccccn4)cnc3c2c1,4,-8,3,-3,-4,9,-8,-5,-3,-8,x
Cc1ccc(C(=O)NCC(=O)OCC(=O)N2CCCc3ccccc32)cc1,1,19,7,15,12,-17,-18,-5,-1,14,-1
Cc1cc2ccccc2c(=O)n1CC(=O)NCC(=O)N1CCN(c2ccccc2)CC1,0,1,14,6,10,5,-6,-6,-5,19,-15
O=C(Nc1ccc(Oc2cccnc2)cc1)c1ccc([N+](=O)[O-])cc1,8,3,-24,-8,16,17,-16,-4,-5,-38,-3
CCOC(=O)C1(Cc2ccccc2C)CCCN(C(=O)c2ccc3nccnc3c2)C1 (configuration not stated),5,-7,16,-1,2,7,28,-6,-27,-49,-9
Cc1cc(NC(=O)CCCN2C(=O)/C(=C/c3ccccc3Cl)SC2=S)no1,3,4,-13,-2,18,-37,29,x,-24,4,-2
CCN(CC)S(=O)(=O)c1ccc(C)c(N=C=S)c1,3,7,9,1,-10,5,6,-3,13,23,7
Cc1cccc(N2N=C(C(=O)N3CC(=O)Nc4ccccc43)CCC2=O)c1,3,11,14,11,-19,-8,0,-10,9,21,-4
O=C(CCc1ccccc1)Nc1ccccc1,-4,-6,-113,-46,25,-79,14,-2,1,-154,55*
Cc1cc(Cn2nnnc2-c2ccncc2)cc(C)c1O,2,1,-15,5,-17,3,-18,-4,0,12,-6

(further entries)
SMILES,NR2E3 ag-1,PDI inh,Peg3 prom inh,TRPM1 prom inh,NR2E3 ag-2,Shn3 3UTR inh,CF NFkB block,CaV13 ICDI inh,KKLEB cytotox,HIF-2a block,Vif imaging
Nc1nc2ccccc2n1C(=O)c1ccc(F)cc1,-2,11,-40,-4,-99,-22,-10,7,-10,-35,20
CC1(C(=O)N/N=C/c2ccc([N+](=O)[O-])o2)CC1(Br)Br (configuration not stated),0,13,10,74*,4,-13,2,-4,-4,11,-3
COCCNC(=O)C(C)Oc1ccc(Cl)cc1Cl (configuration not stated),-2,-3,-10,1,-10,18,6,x,-5,12,1
Cc1ccc(-n2c(N)c(C#N)c(-c3ccccc3)c(C#N)c2=O)cc1,-4,-7,16,6,-3,-1,-12,-1,1,11,4
CC(C)OCCCNC(=O)C(C)Oc1ccccc1 (configuration not stated),-2,-4,16,8,-13,-15,-3,-9,5,19,20
O=C(COc1ncnc2ccc(Br)cc12)N1CCOCC1,0,-5,6,12,-5,12,4,0,5,11,25
CN(C)CC1CCCCC1OC(=O)c1ccc(S(=O)(=O)N(C)c2ccccc2)cc1 (configuration not stated),-2,5,3,10,-5,10,21,-3,-5,11,-2
COc1ccccc1NC(=O)CSc1nc2ccccc2n1C(C)=O,-2,-7,-10,-16,-11,12,-11,-7,14,-36,14
CN1CCN(C(=O)c2ccc(CSc3ccc(Cl)cc3)cc2)CC1,1,1,20,1,6,15,7,-5,-3,-20,5
CCN(CCCNC(=O)CCCOc1cc(=O)n(C)c2ccccc12)Cc1ccccc1,1,-2,-10,-2,10,-24,-21,7,0,0,1
CC(=O)Nc1cc(-c2ccccc2F)cn2c(-c3cccc(C(F)(F)F)c3)cnc12,x,0,25,x,-5,-3,2,-4,-8,10,-25
O=C(c1ccc2nc(Cc3cccc(Cl)c3)oc2c1)N1CCC(CO)CC1,1,-3,-14,10,8,15,14,-2,-6,-8,6
COc1ccc(CNC(C)C2COc3ccccc3O2)c(OC)c1 (configuration not stated),0,3,-5,3,4,14,-2,x,6,8,x
Clc1ccc(COc2ccccn2)c(Cl)c1,3,-6,-3,2,22,-43,-4,-4,-15,-5,-3
O=C(NC(=S)Nc1cccc2cc(O)ccc12)c1ccco1,-3,13,-27,5,-42,4,19,-2,-9,-19,-6
COc1ccc(-c2csc(NC(=O)CSc3nc(C)cs3)n2)cc1,1,-5,-86,-23,-33,-52,0,-4,2,-147,-8
Cc1cc(C)n(CC(=O)N2CCCC(C(=O)c3cccc(OC(C)C)c3)C2)n1 (configuration not stated),5,3,-4,20,-6,15,5,1,9,-14,30
CCCc1c(-c2ccc(O)cc2)nn(-c2ccc(O)cc2)c1-c1ccc(O)cc1,6,-10,23,3,9,19,30,x,-5,32,7
COc1ccc(N2CC(C(=O)N[C@@H](C)C(=O)NC3CCCCC3)CC2=O)cc1 (some centres not stated),1,-6,-9,9,-8,8,-14,-3,12,9,1
O=C(CCCCCBr)N1CCC(CC2CC(c3ccc(Cl)cc3)=NO2)(C(=O)NCC2CCCCC2)CC1 (configuration not stated),2,-10,17,-4,-27,4,-12,-9,12,5,3
COc1cccc(C2=CC(=O)C[C@H](c3ccc(F)cc3)C2)c1,4,-3,-22,-4,-8,8,21,-5,-4,-19,5
CCCNC(=O)C(Cc1ccccc1F)NC(=O)c1ccccn1 (configuration not stated),1,-9,-14,7,8,-5,-9,-9,9,-5,-2
CCOC(=O)Cc1cc(OC)c(OC)cc1Cc1cc(OC)c(OC)cc1CC(=O)OCC,2,18,-52,-15,-28,6,-5,-6,5,-5,3
CCOc1ccc(N2CC(C(=O)NCCN3C(=O)S/C(=C\c4cccnc4)C3=O)CC2=O)cc1 (configuration not stated),1,0,22,10,-1,8,-14,3,11,17,-7
O=C(O)c1cc2ccccc2c2cc(Br)ccc12,23*,1,2,-8,-11,-8,-12,-2,8,19,1
CN(c1ccccc1)S(=O)(=O)c1ccc2[nH]c(=O)[nH]c2c1,-3,2,11,-10,15,2,-1,-2,-2,15,1
Cn1c(-c2cccc3ccccc23)n[nH]c1=S,2,8,6,-4,-19,-14,10,-6,5,25,1
CCC(C)NC(=O)c1ccc(CSc2nc3ccncc3n2Cc2ccc(F)cc2)cc1 (configuration not stated),2,x,-8,x,-12,0,6,-6,7,-25,x
Cc1cc(NS(=O)(=O)c2ccc(C(C)C)cc2)no1,3,1,19,1,-39,1,1,-6,-2,0,-5
Cc1cc(NC(=O)CN2CCN(S(=O)(=O)c3ccc(Cl)cc3)CC2)no1,-4,-1,0,4,-10,-20,3,-7,-16,9,-7
Cc1ccc(NC(=O)CN(C)C(=O)c2ccc(NS(=O)(=O)c3cccc([N+](=O)[O-])c3)cc2)cc1,x,-7,9,3,-1,1,-22,-5,3,3,1
Cc1ccc(NC(=O)C(C)N2C(=O)c3ccccc3C2=O)cc1S(=O)(=O)N1CCOCC1 (configuration not stated),x,-13,-11,-6,20,-27,17,5,3,10,4
Cc1cc(NC(=O)c2ccco2)ccc1NC(=O)Cc1cccs1,0,-11,-65,-4,16,-29,2,-4,-18,-100,x

Reformatted with each value named: entries from further up
> CCN(CCCNC(=O)CCCOc1cc(=O)n(C)c2ccccc12)Cc1ccccc1
  NR2E3 ag-1: 1	PDI inh: -2	Peg3 prom inh: -10	TRPM1 prom inh: -2	NR2E3 ag-2: 10	Shn3 3UTR inh: -24	CF NFkB block: -21	CaV13 ICDI inh: 7	KKLEB cytotox: 0	HIF-2a block: 0	Vif imaging: 1
> CC(=O)Nc1cc(-c2ccccc2F)cn2c(-c3cccc(C(F)(F)F)c3)cnc12
  NR2E3 ag-1: x	PDI inh: 0	Peg3 prom inh: 25	TRPM1 prom inh: x	NR2E3 ag-2: -5	Shn3 3UTR inh: -3	CF NFkB block: 2	CaV13 ICDI inh: -4	KKLEB cytotox: -8	HIF-2a block: 10	Vif imaging: -25
